Polio RdRp inh: poliovirus RNA polymerase inhibition; P03300; poliovirus polymerase elongation, fluorescence polarization; active compounds read low; % elongation, % (compound at 16.7 µg/mL); 0.66% of 150,000 active; AID 588519; in the data active = % elongation below about 90%; also: some results filed as inactive read as strong as hits
Target sequence (P03300 1749-2209 limits assumed): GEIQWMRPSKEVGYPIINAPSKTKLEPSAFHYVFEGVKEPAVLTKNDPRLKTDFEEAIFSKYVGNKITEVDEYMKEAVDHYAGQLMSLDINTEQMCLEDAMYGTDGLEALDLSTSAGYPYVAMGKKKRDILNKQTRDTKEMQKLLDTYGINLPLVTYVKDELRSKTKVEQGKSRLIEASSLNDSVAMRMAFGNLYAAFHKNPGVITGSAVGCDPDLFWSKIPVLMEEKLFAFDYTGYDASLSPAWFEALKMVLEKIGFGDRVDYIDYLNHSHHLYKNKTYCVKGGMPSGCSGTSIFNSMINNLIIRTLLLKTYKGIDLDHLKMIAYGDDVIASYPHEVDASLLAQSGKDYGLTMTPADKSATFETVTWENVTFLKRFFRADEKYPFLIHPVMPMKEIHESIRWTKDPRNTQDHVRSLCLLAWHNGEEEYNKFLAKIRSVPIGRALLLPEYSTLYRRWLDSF
Polio RdRp inh FP z-score: also measured in Polio RdRp inh; calls as there; z-score; measured here: FP z-score; hits read low
An asterisk follows results filed as active.

How did NS(=O)(=O)c1ccc(NC(=O)CC2(CC(=O)O)CCCC2)cc1 do in these assays?
Polio RdRp inh: 104.0; Polio RdRp inh FP z-score: 0.2

How did COc1ccc(N2CCN(S(=O)(=O)CCNC(=O)COc3ccccc3F)CC2)cc1 do in these assays?
Polio RdRp inh: 110.0; Polio RdRp inh FP z-score: 0.7

What do the screens show for `CC1=CCC(C(=O)O)(C(=O)NCc2ccccc2)C(c2ccc(Br)cc2)C1` (configuration not stated)?
Polio RdRp inh: 100.0; Polio RdRp inh FP z-score: -0.1

What do the screens show for `COC(CN=C1COc2cccnc2N1)OC`?
Polio RdRp inh: 103.0; Polio RdRp inh FP z-score: 0.7

How did O=c1c(=S)[nH]ccn1-c1ccccc1 do in these assays?
Polio RdRp inh: 100.0; Polio RdRp inh FP z-score: -0.1

How did Cc1cccc(N2CCN(C(=O)c3ccc4c(=O)[nH]c5c(C(=O)NC(C)C)sc(=S)n5c4c3)CC2)c1C do in these assays?
Polio RdRp inh: 103.0; Polio RdRp inh FP z-score: 0.9

How did CC(C)(C)C(=O)NC(c1ccc(Cl)cc1)c1nnc(-c2ccccc2)o1 (configuration not stated) do in these assays?
Polio RdRp inh: 100.0; Polio RdRp inh FP z-score: -0.2

What do the screens show for `Cc1ccc2c(c1)NC(CCC(=O)N1CCN(c3cc(Cl)ccc3C)CC1)=NS2(=O)=O`?
Polio RdRp inh: 101.0; Polio RdRp inh FP z-score: -0.2

What do the screens show for `CC(=O)OCC(=O)Nc1nc2c(C)cc(C)cc2s1`?
Polio RdRp inh: 105.0; Polio RdRp inh FP z-score: 0.2

What do the screens show for `CCS(=O)(=O)N1CCC(c2nc(-c3ccc(C)cc3)no2)CC1`?
Polio RdRp inh: 104.0; Polio RdRp inh FP z-score: 0.7

Results for Cn1c(SCc2ccccc2)nnc1C1CCCN1CC(=O)N1CCN(c2ccc(F)cc2)CC1 (configuration not stated) ?
Polio RdRp inh: 101.0; Polio RdRp inh FP z-score: -0.4

What do the screens show for `Cc1ccc(-c2cc(NC(=O)COc3ccc(Cl)cc3C)on2)cc1`?
Polio RdRp inh: 105.0; Polio RdRp inh FP z-score: -0.5

How did O=C(NCc1noc2ccccc12)N1CCCCC1 do in these assays?
Polio RdRp inh: 104.0; Polio RdRp inh FP z-score: 0.3

What do the screens show for `CCn1cc(C(=O)O)c(=O)c2cnc(N3CCN(C(=S)NC)CC3)nc21`?
Polio RdRp inh: 106.0; Polio RdRp inh FP z-score: 0.3

Results for CCN1CCC(N(Cc2cccc(OC)c2)C(=O)Nc2cc(C)cc(C)c2)CC1 ?
Polio RdRp inh: 101.0; Polio RdRp inh FP z-score: 0

How did CCn1c(=O)c2cc(C(=O)N(C)CCC#N)sc2c2ccccc21 do in these assays?
Polio RdRp inh: 101.0; Polio RdRp inh FP z-score: -0.8

What do the screens show for `O=C(O)CC12CC3CC(CC(Cl)(C3)C1)C2`?
Polio RdRp inh: 99.0; Polio RdRp inh FP z-score: -0.5

Results for COc1ccc(Br)cc1[C@@H]1Nc2ccc(C(=O)O)cc2[C@@H]2C=CC[C@@H]21 ?
Polio RdRp inh: 104.0; Polio RdRp inh FP z-score: -1

How did O=C(Oc1ccc(/C=N/O)cc1)c1ccccc1 do in these assays?
Polio RdRp inh: 98.0; Polio RdRp inh FP z-score: -0.6

Results for Cn1c(CN2CCOCC2)nc2cc(NC(=O)c3ccccc3[N+](=O)[O-])ccc21 ?
Polio RdRp inh: 99.0; Polio RdRp inh FP z-score: -0.4

Results for CC1CCCC(C)N1C(=O)Nc1ccccc1 (configuration not stated) ?
Polio RdRp inh: 101.0; Polio RdRp inh FP z-score: 0.3

Results for CCOC(=O)c1cc(C)n(S(=O)(=O)c2ccc(C)cc2)c1C ?
Polio RdRp inh: 103.0; Polio RdRp inh FP z-score: 0.2

What do the screens show for `Cc1nnc(SCc2cc(Cl)c3c(c2)OCCCO3)n1C1CC1`?
Polio RdRp inh: 99.0; Polio RdRp inh FP z-score: -0.7

Results for C=CCSC1=N/C(=C\c2ccc(-c3ccc(F)cc3)o2)C(=O)S1 ?
Polio RdRp inh: 110.0; Polio RdRp inh FP z-score: 1.9

How did CC12CN3CC(C)(C1O)C(O)C(C)(C3)C2O (configuration not stated) do in these assays?
Polio RdRp inh: 86.0*; Polio RdRp inh FP z-score: -1.2*

How did COC(=O)c1ccc(N2CCOCC2)c(NC(C)=O)c1 do in these assays?
Polio RdRp inh: 101.0; Polio RdRp inh FP z-score: -0.7

Results for Cc1cc(C)c2c(CC(=O)NC(C)C)coc2c1 ?
Polio RdRp inh: 100.0; Polio RdRp inh FP z-score: -0.3

What do the screens show for `Cc1ccc(C(=O)N2CCc3cc(CNC(=O)c4ccnn4C)ccc32)cc1`?
Polio RdRp inh: 107.0; Polio RdRp inh FP z-score: 0.1

Results for O=C(c1ccccc1)N1CN(C2CCCCC2)Cc2c1sc1c2CCCC1 ?
Polio RdRp inh: 106.0; Polio RdRp inh FP z-score: 0.5

How did Nc1nc(N)nc(CSc2nncs2)n1 do in these assays?
Polio RdRp inh: 98.0; Polio RdRp inh FP z-score: -0.7

What do the screens show for `CCOC(=O)C1CCN(S(=O)(=O)c2cc3c4c(c2)C(C)C(=O)N4CCC3)CC1` (configuration not stated)?
Polio RdRp inh: 105.0; Polio RdRp inh FP z-score: -0.5

Results for COc1ccc(C(=O)Nc2c(C(=O)c3ccccc3)oc3ccccc23)cc1 ?
Polio RdRp inh: 108.0; Polio RdRp inh FP z-score: 0.5

How did CN(CCC#N)C(=O)C1CCN(S(=O)(=O)c2cccs2)CC1 do in these assays?
Polio RdRp inh: 106.0; Polio RdRp inh FP z-score: 0

How did Cc1ccc(S(=O)(=O)NC(=O)N2CC3(C)CC2CC(C)(C)C3)cc1 (configuration not stated) do in these assays?
Polio RdRp inh: 100.0; Polio RdRp inh FP z-score: -0.4

What do the screens show for `C=CCNc1nc(Nc2ccc(Cl)cc2)nc(OC)n1`?
Polio RdRp inh: 100.0; Polio RdRp inh FP z-score: -0.9

What do the screens show for `Cc1nc2ccccc2n1C(F)(F)C(F)F`?
Polio RdRp inh: 101.0; Polio RdRp inh FP z-score: -0.2

How did CC(C)c1ccc(-c2noc(C3CCCN(S(=O)(=O)c4ccccc4)C3)n2)cc1 (configuration not stated) do in these assays?
Polio RdRp inh: 106.0; Polio RdRp inh FP z-score: 0.8

What do the screens show for `CCC(=O)N(c1nnc(SCC(=O)c2cc(C)n(C)c2C)s1)C1CC1`?
Polio RdRp inh: 98.0; Polio RdRp inh FP z-score: -0.2

How did O=C(COC(=O)Cc1ccc(F)cc1)NCc1ccco1 do in these assays?
Polio RdRp inh: 101.0; Polio RdRp inh FP z-score: 0

How did CCn1c(COC(=O)c2ccccc2)nc2cc(S(=O)(=O)N(C)C)ccc21 do in these assays?
Polio RdRp inh: 102.0; Polio RdRp inh FP z-score: -0.1

What do the screens show for `COc1ccc2ccc(OCC(=O)NCC(F)(F)F)cc2c1`?
Polio RdRp inh: 102.0; Polio RdRp inh FP z-score: -0.1

How did CN(CCc1ccccn1)c1ncnc2c1oc1ccccc12 do in these assays?
Polio RdRp inh: 100.0; Polio RdRp inh FP z-score: -0.4

How did CN1CCC(N(C)C(=O)c2nn(-c3ccccc3)c(=O)c3ccccc23)CC1 do in these assays?
Polio RdRp inh: 100.0; Polio RdRp inh FP z-score: -0.4

What do the screens show for `Cc1cccc(CN2C(=O)c3ccccc3Sc3ccc(C(=O)NCCc4ccccc4)cc32)c1`?
Polio RdRp inh: 107.0; Polio RdRp inh FP z-score: -0.2

How did O=C(COC(=O)c1ccccc1-n1cnnn1)c1ccccc1 do in these assays?
Polio RdRp inh: 107.0; Polio RdRp inh FP z-score: 0.4

What do the screens show for `Cc1[nH]c2ccc(-c3nnc(SCCC#N)n3C)cc2c1C`?
Polio RdRp inh: 103.0; Polio RdRp inh FP z-score: 0.7

What do the screens show for `Cc1sc2nc(SCC(=O)c3ccc(O)cc3O)[nH]c(=O)c2c1C`?
Polio RdRp inh: 76.0*; Polio RdRp inh FP z-score: -3.1*

How did CCSc1nnc(C)c2ccccc12 do in these assays?
Polio RdRp inh: 96.0; Polio RdRp inh FP z-score: -0.6

What do the screens show for `O=C(NCc1ccccn1)c1nn(-c2ccccc2F)nc1CO`?
Polio RdRp inh: 104.0; Polio RdRp inh FP z-score: -0.5

What do the screens show for `COc1ccc(Cn2c(SCC(=O)NCc3ccccc3)nc3ccccc32)cc1`?
Polio RdRp inh: 99.0; Polio RdRp inh FP z-score: -1.2

Results for CCCc1c(C#N)c(N)nc(SCCCN2CCN(c3cccc(Cl)c3)CC2)c1C#N ?
Polio RdRp inh: 102.0; Polio RdRp inh FP z-score: 0

What do the screens show for `Cn1ncc2c(N(CCO)Cc3ccccc3)ncnc21`?
Polio RdRp inh: 100.0; Polio RdRp inh FP z-score: -0.5

Results for CCC(=O)O[C@H]1[C@H](O[C@@H]2[C@@H](C)[C@H](O[C@H]3C[C@@](C)(OC)[C@@H](O)[C@H](C)O3)[C@@H](C)C(=O)O[C@H](CC)[C@@](C)(O)[C@H](O)[C@@H](C)C(=O)[C@H](C)C[C@@]2(C)O)O[C@H](C)C[C@@H]1N(C)C ?
Polio RdRp inh: 103.0; Polio RdRp inh FP z-score: 0.7

Results for Cc1cccc(C(CC(=O)Nc2nc(C)cs2)n2cccc2)c1 (configuration not stated) ?
Polio RdRp inh: 101.0; Polio RdRp inh FP z-score: 0.2

What do the screens show for `CCn1cc(C=C2C(=O)OC(C)(C(C)(C)C)OC2=O)c2ccccc21` (configuration not stated)?
Polio RdRp inh: 102.0; Polio RdRp inh FP z-score: 0.2

Results for C/C(CSC(=O)c1c(-c2c(F)cccc2Cl)noc1C)=N\O ?
Polio RdRp inh: 101.0; Polio RdRp inh FP z-score: -0.4

Results for CC(C)(C)OC(=O)N1CCC(c2c(C(=O)NCc3ccccc3)cnn2-c2cccc(F)c2)CC1 ?
Polio RdRp inh: 102.0; Polio RdRp inh FP z-score: -0.8

What do the screens show for `CNC(=O)C1CCC(Cn2c(=O)c3sccc3n(CC(=O)N3CCCC3)c2=O)CC1` (configuration not stated)?
Polio RdRp inh: 103.0; Polio RdRp inh FP z-score: -0.8

How did Cc1ccc(C)c(N2CCN(C(=O)C3CCN(c4ccc(N5CCOCC5)nn4)CC3)CC2)c1 do in these assays?
Polio RdRp inh: 105.0; Polio RdRp inh FP z-score: 1.4

What do the screens show for `CC(N)c1ccc2c(c1)OCCO2` (configuration not stated)?
Polio RdRp inh: 102.0; Polio RdRp inh FP z-score: 0

Results for Cc1ccc(Cn2nnc3c(=O)n(CC(N)=O)cnc32)cc1 ?
Polio RdRp inh: 102.0; Polio RdRp inh FP z-score: 0.2

What do the screens show for `CC(=O)N1CCN(C(=O)/C(=C/c2ccc(F)cc2)c2ccsc2)CC1`?
Polio RdRp inh: 102.0; Polio RdRp inh FP z-score: 0.2

Results for O=C(NCC(c1cccnc1)N1CCOCC1)C(=O)Nc1ccc(F)cc1 (configuration not stated) ?
Polio RdRp inh: 103.0; Polio RdRp inh FP z-score: -1.3

What do the screens show for `CCOc1ccc(NC(=O)CCc2nc3cccnc3n2-c2ccccc2)cc1`?
Polio RdRp inh: 109.0; Polio RdRp inh FP z-score: 0.5

How did C=CCn1c(=O)c2ccccc2n2c(SC(C)c3nnc(-c4cccs4)o3)nnc12 (configuration not stated) do in these assays?
Polio RdRp inh: 104.0; Polio RdRp inh FP z-score: 0.2

How did COc1ccc2c(C)c(CC(=O)NCc3ccccc3)c(=O)oc2c1 do in these assays?
Polio RdRp inh: 105.0; Polio RdRp inh FP z-score: 2

How did CC(C)(CN)C12CC3CC(CC(C3)C1)C2 do in these assays?
Polio RdRp inh: 103.0; Polio RdRp inh FP z-score: 0.3

Results for COc1ccccc1Nc1nc(-c2ccccc2)cs1 ?
Polio RdRp inh: 105.0; Polio RdRp inh FP z-score: 0.6

How did COc1ccc(-c2cc(C(=O)Nc3ccn(Cc4ccc(C)cc4)n3)no2)cc1OC do in these assays?
Polio RdRp inh: 107.0; Polio RdRp inh FP z-score: 0.6

What do the screens show for `CC(C)CSc1nnc(-c2nn(Cc3ccccc3)c(=O)c3ccccc23)o1`?
Polio RdRp inh: 107.0; Polio RdRp inh FP z-score: 0.5

What do the screens show for `Cc1cc(C)cc(N(CC(=O)NCc2ccccc2Cl)S(=O)(=O)c2c(C)noc2C)c1`?
Polio RdRp inh: 108.0; Polio RdRp inh FP z-score: 0.6

Gathered by group: the compounds so far with fluorine
How did COc1ccc(N2CCN(S(=O)(=O)CCNC(=O)COc3ccccc3F)CC2)cc1 do in these assays?
Polio RdRp inh: 110.0; Polio RdRp inh FP z-score: 0.7

Results for Cn1c(SCc2ccccc2)nnc1C1CCCN1CC(=O)N1CCN(c2ccc(F)cc2)CC1 (configuration not stated) ?
Polio RdRp inh: 101.0; Polio RdRp inh FP z-score: -0.4

Results for C=CCSC1=N/C(=C\c2ccc(-c3ccc(F)cc3)o2)C(=O)S1 ?
Polio RdRp inh: 110.0; Polio RdRp inh FP z-score: 1.9

What do the screens show for `Cc1nc2ccccc2n1C(F)(F)C(F)F`?
Polio RdRp inh: 101.0; Polio RdRp inh FP z-score: -0.2

How did O=C(COC(=O)Cc1ccc(F)cc1)NCc1ccco1 do in these assays?
Polio RdRp inh: 101.0; Polio RdRp inh FP z-score: 0

What do the screens show for `COc1ccc2ccc(OCC(=O)NCC(F)(F)F)cc2c1`?
Polio RdRp inh: 102.0; Polio RdRp inh FP z-score: -0.1

What do the screens show for `O=C(NCc1ccccn1)c1nn(-c2ccccc2F)nc1CO`?
Polio RdRp inh: 104.0; Polio RdRp inh FP z-score: -0.5

Results for C/C(CSC(=O)c1c(-c2c(F)cccc2Cl)noc1C)=N\O ?
Polio RdRp inh: 101.0; Polio RdRp inh FP z-score: -0.4

Results for CC(C)(C)OC(=O)N1CCC(c2c(C(=O)NCc3ccccc3)cnn2-c2cccc(F)c2)CC1 ?
Polio RdRp inh: 102.0; Polio RdRp inh FP z-score: -0.8

What do the screens show for `CC(=O)N1CCN(C(=O)/C(=C/c2ccc(F)cc2)c2ccsc2)CC1`?
Polio RdRp inh: 102.0; Polio RdRp inh FP z-score: 0.2

Results for O=C(NCC(c1cccnc1)N1CCOCC1)C(=O)Nc1ccc(F)cc1 (configuration not stated) ?
Polio RdRp inh: 103.0; Polio RdRp inh FP z-score: -1.3

Screens as filed in PubChem.

Not all compounds are listed; the hit share may differ from the screen's.
